From PubChem
NCOA1 inh – inhibitors of human steroid receptor coactivator 1 (SRC1); 360,000 compounds, 0.12% hits; inhibition, % at 3.6 µM; HEK293 GAL4-SRC1 luciferase reporter, luminescence;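 active means inhibition above the campaign mean plus 3 SD, with each screening campaign given its own cutoff, cut at about 60% in these data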;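 further: 0% = DMSO treated cells and 100% = gossypol at 36 µM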
TLR9-MyD88 inh – blocks human TLR9 binding to MyD88 | CHO BLA complementation TLR9-MyD88, CCF4 FRET ratio | inhibition, % at 4.98 µM | 340,000 compounds, 0.21% hits;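 active means inhibition above the mean over all tested compounds plus 3 SD, cut at about 21% in these data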;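 further: 0% = DMSO only wells and 100% = clavulanate BLA inhibitor control wells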
COUP-TFII inh – NR2F2 (human) inhibition, primary screen | inhibition, % at 8.6 µM | 370,000 compounds, 0.7% hits | AID 686940 | HEK293T NGFI-A luciferase reporter, luminescence;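 active means inhibition above a per-plate cutoff, mean inhibition of test wells between control levels plus 3 SD, cut at about 38% in these data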;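 further: cells cotransfected with COUP-TFII expression vector driving the NGFI-A reporter; 0% = median of COUP-TF2 test wells and 100% = reporter-only cells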
ABHD5-PLIN5 inh – blocks binding of human ABHD5 to perilipin-5. inhibition, % at 4 µM. Q00G26+Q8WTS1. AID 602281. Split G. princeps luciferase complementation, luminescence, 4 h. 360,000 compounds, 0.78% hits;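 active means inhibition above the mean inhibition across every tested compound plus 3 SD, cut at about 22% in these data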;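 further: 0% = DMSO only wells and the 100% control is not disclosed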
TWEAK Fn14 block – inhibitors of TWEAK-Fn14 interaction signaling. TWEAK-stimulated Fn14 reporter cells, luciferase luminescence, 8 h. 360,000 compounds, 2% hits. inhibition, % at 10 µM; in the data active means inhibition above about 50%
NR5A2 inv ag – suppresses constitutive activity of human LRH-1 | O00482 | HEK293T StAR-luciferase reporter, LRH-1 transfected, 24 h | inhibition, % at 3.6 µM | 360,000 compounds, 0.13% hits;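 active means inhibition above the mean inhibition of all tested compounds plus 3 SD, cut at about 73% in these data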;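 further: 0% = DMSO wells and 100% = reporter-only cells lacking LRH-1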
Target sequence (O00482 whole entry, looked up): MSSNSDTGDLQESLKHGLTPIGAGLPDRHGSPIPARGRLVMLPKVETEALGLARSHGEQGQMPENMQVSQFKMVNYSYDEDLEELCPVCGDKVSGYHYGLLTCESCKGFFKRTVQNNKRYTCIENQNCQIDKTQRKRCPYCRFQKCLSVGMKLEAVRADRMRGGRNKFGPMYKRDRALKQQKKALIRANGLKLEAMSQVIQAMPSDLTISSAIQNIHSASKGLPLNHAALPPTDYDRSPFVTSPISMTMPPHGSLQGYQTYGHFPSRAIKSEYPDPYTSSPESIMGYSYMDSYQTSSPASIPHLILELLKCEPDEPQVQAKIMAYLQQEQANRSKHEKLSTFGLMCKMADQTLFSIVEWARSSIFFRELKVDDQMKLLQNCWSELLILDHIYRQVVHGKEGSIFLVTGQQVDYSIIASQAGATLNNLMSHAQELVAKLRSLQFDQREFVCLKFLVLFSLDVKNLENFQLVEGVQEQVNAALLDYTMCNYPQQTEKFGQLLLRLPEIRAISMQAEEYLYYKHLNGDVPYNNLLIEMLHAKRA
SRC2 inh – inhibits human steroid receptor coactivator 2. HEK293 GAL4-SRC2 luciferase reporter, luminescence. AID 651957. inhibition, % at 9 µM. Q15596. 370,000 compounds, 0.17% hits;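 active means inhibition above the mean inhibition of all tested compounds plus 3 SD, set per campaign, cut at about 52% in these data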;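 further: 0% = DMSO treated cells and 100% = cells given Gossypol at 36 µM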
SRC3 inh – inhibits human SRC3 coactivator; Q9Y6Q9; HEK293 GAL4-SRC3 luciferase reporter, luminescence; inhibition, % at 3.6 µM; 360,000 compounds, 0.17% hits; AID 588352;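 active means inhibition above a per-campaign cutoff, the mean of all compounds plus 3 SD, cut at about 60% in these data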;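 further: 0% = DMSO-treated cells and 100% = gossypol-treated cells at 36 µM; higher means less SRC3-driven luciferase light from the GAL4 reporter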
NOD2 RIPK2 PPI – NOD2-RIPK2 protein interaction inhibition; 360,000 compounds, 0.38% hits; O43353; CHO BLA complementation NOD2-RIPK2, CCF4 ratio; AID 624267; inhibition, % at 4.98 µM; in the data active means inhibition above about 21%;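 further: 0% = vehicle only and 100% = reference blocker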
Target sequence (O43353 whole entry, looked up): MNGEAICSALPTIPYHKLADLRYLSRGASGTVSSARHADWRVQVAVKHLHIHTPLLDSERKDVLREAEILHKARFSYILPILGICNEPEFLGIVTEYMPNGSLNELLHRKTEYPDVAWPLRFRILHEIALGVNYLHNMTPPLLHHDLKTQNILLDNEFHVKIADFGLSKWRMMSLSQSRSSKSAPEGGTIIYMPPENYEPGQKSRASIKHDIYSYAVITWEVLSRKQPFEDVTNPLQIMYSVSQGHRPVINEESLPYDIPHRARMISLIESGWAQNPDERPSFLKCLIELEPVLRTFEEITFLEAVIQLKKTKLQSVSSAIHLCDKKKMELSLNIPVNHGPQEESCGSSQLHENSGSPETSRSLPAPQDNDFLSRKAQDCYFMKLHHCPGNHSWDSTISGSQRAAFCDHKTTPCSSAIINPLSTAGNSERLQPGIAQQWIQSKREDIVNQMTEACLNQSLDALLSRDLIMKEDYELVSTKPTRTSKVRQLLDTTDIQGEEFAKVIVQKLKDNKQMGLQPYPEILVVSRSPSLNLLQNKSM
TROY NFkB inh – TROY signaling inhibition; Q293 LMP1-TROYcd NF-kB luciferase reporter, 4 h; inhibition, % at 10 µM; 360,000 compounds, 0.98% hits; AID 1347056;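 active means compounds whose plate-normalised and pattern-corrected inhibition of the luciferase reporter signal at the single screening dose is 50% or more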
Exocytosis inh – blocks lytic granule exocytosis; TALL-104 LAMP-1 surface exposure, flow cytometry; cells stimulated with thapsigargin and PMA; inhibition, % at 10 µM; 360,000 compounds, 0.66% hits;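 active means inhibition above about 55%, limit read from the data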
An asterisk follows results filed as active; / = not tested or not shown. These rows are one share of the data; count on the stated rates, not on these rows.

The opening two records as a preview:
Values run as follows: NCOA1 inh	TLR9-MyD88 inh	COUP-TFII inh	ABHD5-PLIN5 inh	TWEAK Fn14 block	NR5A2 inv ag	SRC2 inh	SRC3 inh	NOD2 RIPK2 PPI	TROY NFkB inh	Exocytosis inh
Cc1cccc(NS(=O)(=O)c2cccc(C(=O)N3CCCCCC3)c2)c1
    -7	1	-2	-4	-7	14	-20	3	0	-1	-2
CCC(C)NC(=O)C1CCCN1S(=O)(=O)c1ccc(Cl)cc1 (stereo not given)
    -3	2	4	2	12	12	-1	0	1	-1	13

Main list, from the start:
Values run as follows: NCOA1 inh	TLR9-MyD88 inh	COUP-TFII inh	ABHD5-PLIN5 inh	TWEAK Fn14 block	NR5A2 inv ag	SRC2 inh	SRC3 inh	NOD2 RIPK2 PPI	TROY NFkB inh	Exocytosis inh
Cc1cccc(NS(=O)(=O)c2cccc(C(=O)N3CCCCCC3)c2)c1
    -7	1	-2	-4	-7	14	-20	3	0	-1	-2
CCC(C)NC(=O)C1CCCN1S(=O)(=O)c1ccc(Cl)cc1 (stereo not given)
    -3	2	4	2	12	12	-1	0	1	-1	13
COc1cc(C(=O)NCCCc2ccccc2)cc(OC)c1OC
    -12	2	4	-5	-15	18	-12	6	15	-1	-4
O=C(Nc1nnc(-c2ccc(F)cc2)o1)C1CCCN1S(=O)(=O)c1cccs1 (stereo not given)
    -12	3	19	-14	9	10	3	-7	3	10	2
Cc1cccc(N2CCN(C(=O)C3COc4ccccc4O3)CC2)c1C (stereo not given)
    -5	6	-22	-1	-22	-22	-2	-5	1	-7	2
O=C(O)c1ccc(-c2ccco2)n1Cc1ccccc1
    -4	0	-8	-2	17	-8	0	6	-4	-12	-4
Cc1ccc(S(=O)(=O)c2nc(NCCCn3ccnc3)sc2Cl)cc1
    5	3	5	1	80*	-18	14	10	11	/	0
Cc1ccc(S(=O)(=O)C2(C(=O)N3CCCCCC3)CC2)cc1
    1	-5	-6	-1	4	-10	0	17	0	9	-2
Oc1ccc2ccccc2c1C=NCc1ccccc1
    5	-2	20	-4	11	41	7	22	-6	8	7
COC(=O)CNC(=O)C12CC3(C)CC(C)(CC(C)(C3)C1)C2
    -4	1	9	0	-41	11	-6	-20	-4	-63	2
NC(=O)CS(=O)(=O)c1ccc(Cl)cc1
    -6	-7	4	0	-22	2	8	12	0	18	0
Clc1ncn(CCOc2ccccc2)c1Cl
    -35	8	6	-1	10	-4	7	7	2	-10	-2
Cn1cccc1CC(=O)NNC(=S)Nc1ccccc1Cl
    -20	-5	-35	-5	8	-10	-27	-2	-5	-12	4
COc1cccc(C(=O)N2CCC2(C)C(=O)NC(C)C)c1 (stereo not given)
    -6	/	-23	-3	-3	-15	-7	-4	-9	8	13
N#CCc1ccc(NC(=O)Nc2cccc3ccccc23)cc1
    -3	-11	/	-4	-20	-23	/	-17	-3	10	1
CC(C)(C)C(=O)N(Cc1nc2ccccc2c(=O)[nH]1)Cc1cccs1
    18	0	-1	7	22	-2	0	11	-9	-15	3
CC(C)C(=O)Nc1ccc2c(c1)Cc1cc(NC(=O)C(C)C)ccc1-2
    -4	-7	-24	1	-32	12	0	-9	-7	14	-1
COCCN(CCOC)Cc1cc(=O)oc2ccc3ccccc3c12
    2	/	17	8	-38	15	-14	-2	2	11	-3
Cc1ccccc1Oc1nc2c(c(=O)n(C)c(=O)n2C)n1C
    -5	4	6	0	26	-2	-21	10	-2	-7	-5
CCOc1ccc(C(=O)NCC2OCCc3ccccc32)cc1 (stereo not given)
    -45	-1	-26	5	-11	-51	-43	-26	9	-44	-1
Cc1cccc(N2C(=O)CC(N(O)c3ccccc3)C2=O)c1 (stereo not given)
    -51	2	-37	1	4	-57	-68	-42	-2	-67	-1
C/C=C/CSc1nc2c(c(=O)[nH]c(=O)n2C)n1CCC
    11	-8	-6	-4	8	7	-22	-10	-2	-8	-2
CN(CCc1ccccn1)C(=O)c1ccc(OC2CCN(Cc3ccccn3)CC2)cc1
    5	11	-13	8	10	-11	-12	9	2	50*	-3
CCOC(=O)[C@@H](NC(=O)CC[C@H]1O[C@@H](n2ccc(=O)[nH]c2=O)[C@H](O)[C@@H]1O)C(C)C
    1	/	-19	8	12	-2	0	15	-9	1	4
CCOC(=O)N1CCN(Cc2c(F)cccc2F)CC1
    2	-7	4	-7	71*	-2	-9	-17	-11	/	0
COC(=O)c1ccccc1NS(=O)(=O)c1ccc(O)c(C(=O)O)c1
    -22	-3	-16	-4	-9	-21	5	27	-8	-13	1
CCCCOc1ccc(N=Cc2ccc[nH]2)cc1
    -40	1	19	3	67*	-7	3	-4	4	73*	3
COC(=O)c1cccc(NC(=O)Nc2ccc(Cl)cc2Cl)c1
    -3	-2	1	6	1	-35	-13	-9	-2	24	-11
O=C(O)C(=O)/C(=C\c1ccccc1)c1ccc2ccccc2n1
    -116	-2	-21	-8	10	-133	-33	-88	-5	18	-5
Cc1ccc(O)c(NC2=C(Cl)C(=O)N(Cc3ccccc3)C2=O)c1
    -28	8	13	21	0	12	-7	4	5	-12	15

Given with bars between the fields: part of the list above
smiles | NCOA1 inh | TLR9-MyD88 inh | COUP-TFII inh | ABHD5-PLIN5 inh | TWEAK Fn14 block | NR5A2 inv ag | SRC2 inh | SRC3 inh | NOD2 RIPK2 PPI | TROY NFkB inh | Exocytosis inh
COC(=O)c1ccccc1NS(=O)(=O)c1ccc(O)c(C(=O)O)c1 | -22 | -3 | -16 | -4 | -9 | -21 | 5 | 27 | -8 | -13 | 1
C/C=C/CSc1nc2c(c(=O)[nH]c(=O)n2C)n1CCC | 11 | -8 | -6 | -4 | 8 | 7 | -22 | -10 | -2 | -8 | -2
COc1cccc(C(=O)N2CCC2(C)C(=O)NC(C)C)c1 (stereo not given) | -6 | / | -23 | -3 | -3 | -15 | -7 | -4 | -9 | 8 | 13
COCCN(CCOC)Cc1cc(=O)oc2ccc3ccccc3c12 | 2 | / | 17 | 8 | -38 | 15 | -14 | -2 | 2 | 11 | -3

Back to the main list, starting four compounds before the break.
Values run as follows: NCOA1 inh	TLR9-MyD88 inh	COUP-TFII inh	ABHD5-PLIN5 inh	TWEAK Fn14 block	NR5A2 inv ag	SRC2 inh	SRC3 inh	NOD2 RIPK2 PPI	TROY NFkB inh	Exocytosis inh
CCCCOc1ccc(N=Cc2ccc[nH]2)cc1
    -40	1	19	3	67*	-7	3	-4	4	73*	3
COC(=O)c1cccc(NC(=O)Nc2ccc(Cl)cc2Cl)c1
    -3	-2	1	6	1	-35	-13	-9	-2	24	-11
O=C(O)C(=O)/C(=C\c1ccccc1)c1ccc2ccccc2n1
    -116	-2	-21	-8	10	-133	-33	-88	-5	18	-5
Cc1ccc(O)c(NC2=C(Cl)C(=O)N(Cc3ccccc3)C2=O)c1
    -28	8	13	21	0	12	-7	4	5	-12	15
N#C/C(=C\c1ccc(C#N)cc1)C(=O)N1CCCC1
    7	-2	/	3	-6	-12	/	5	-9	-3	-4
CCN(CC(=O)Nc1c(F)cccc1F)C(=O)CCCSc1nc2ccccc2[nH]1
    4	-7	12	4	4	-5	-9	1	6	-14	4
CCOC(=O)CSc1nnc(CSc2nc3ccccc3s2)n1C
    7	3	2	2	7	-12	12	19	0	-10	1
Cc1ccc(-c2cc(C(F)(F)F)n3nc(C(=O)N4CCN5CCCC5C4)cc3n2)cc1 (stereo not given)
    1	3	24	1	7	-1	13	-24	4	0	14
Cc1ccc(-n2nnc3c(=O)n(Cc4ccccc4C)cnc32)cc1
    -19	7	-17	-1	0	14	0	-4	-7	-15	5
Cc1cc(Br)ccc1NC(=O)c1ccc(-n2cncn2)c([N+](=O)[O-])c1
    -6	7	-2	6	-6	-16	-10	10	0	1	-5
CN(C)C(CNC(=O)CCCc1c[nH]c2ccccc12)c1ccco1 (stereo not given)
    -10	-8	-4	9	1	-9	8	-5	0	-7	8
COc1ccc(CNCc2ccccc2[N+](=O)[O-])cc1OC
    5	0	-12	3	-12	1	18	-4	-4	-18	-7
Cn1c2ccccc2c2ncn(Cc3ccco3)c(=O)c21
    -18	-2	-9	13	6	-9	-25	10	-6	5	-3
COc1ccccc1/C=N/Nc1nccnc1Cl
    -78	2	-25	6	9	-86	-37	-61	-9	-39	-4
O=[N+]([O-])c1cccc(S(=O)(=O)N2CCC(c3nc(-c4ccncc4)no3)CC2)c1
    21	-5	-8	-6	1	-30	-2	4	-1	13	-1
O=C(c1ccc2c(=O)n(C3CCCC3)c(=S)[nH]c2c1)N1CCc2ccccc21
    -10	2	-30	-9	10	11	0	15	-8	20	10
COc1ccc(C(CNS(=O)(=O)c2ccc(NC(C)=O)c(OC)c2)N2CCCC2)cc1 (stereo not given)
    -12	-13	2	-2	-2	-1	17	-13	-3	-16	0
COc1ccc(S(=O)(=O)NCc2cc(=O)n(C)c(=O)n2C)cc1C
    -2	8	-24	2	6	3	8	-14	-2	17	7
O=C(Nc1cccc(C(=O)O)c1)/C(=C\c1ccco1)NC(=O)c1ccccc1
    3	-4	13	-1	12	-6	-30	8	-8	-10	-5
COc1ccc(Oc2cccc(Cl)c2CNC(=O)CCCC(=O)O)cc1
    -12	/	0	-1	-9	14	-35	20	-7	-2	-3
CCC(C(=O)OCC(=O)N1CCN(c2ccc(OC)cc2)CC1)c1ccccc1 (stereo not given)
    -5	-4	3	0	0	-43	16	-9	-28	-7	-1
COC(=O)c1cc(S(=O)(=O)NC2CCN(Cc3ccccc3)CC2)cn1C
    -2	2	-26	9	25	-14	1	-61	4	4	0
O=C(CCNS(=O)(=O)c1ccccc1F)N1CCN(C/C=C/c2ccccc2)CC1
    -4	-11	-21	9	-9	4	15	-27	4	-13	-1
CCc1nn2c(N(C)CCO)cc(C)nc2c1-c1ccc(F)cc1
    -9	0	-4	2	10	-18	-13	6	3	12	2
CC(=O)NCC12CC3CC(C1)CC(C(=O)O)(C3)C2
    5	0	-2	-2	-4	-21	0	4	-6	4	-6
CN(C)c1nn(C(=O)Nc2cccc(C(F)(F)F)c2)cc1-c1ccccc1
    5	-7	6	3	20	-18	22	21	0	7	1
Clc1ccc(CNc2cnccn2)cc1
    13	-9	-8	-2	-8	9	5	0	-11	-6	19
O=C(NN=Cc1ccccc1Cl)c1ccc(-n2cnnn2)cc1
    1	-13	-23	-10	40	16	10	0	-5	12	4
CCC(=O)Nc1ccccc1C(=O)NC1CCCCC1
    4	-11	2	-9	-5	-9	1	6	3	15	-1

3 entries out of the list above, sorted by the value under TLR9-MyD88 inh, smallest number first:
SMILES,TLR9-MyD88 inh
CCC(C(=O)OCC(=O)N1CCN(c2ccc(OC)cc2)CC1)c1ccccc1 (stereo not given),-4
COC(=O)c1cc(S(=O)(=O)NC2CCN(Cc3ccccc3)CC2)cn1C,2
Cc1ccc(-n2nnc3c(=O)n(Cc4ccccc4C)cnc32)cc1,7
